M4 PAM – potentiates acetylcholine response at human M4 receptor; P08173; CHO-K1 hM4/Gqi5, Fluo-8 calcium fluorescence, ACh EC20; 0% = ACh EC20, 100% = maximal ACh; activation, % at 3 µM; hit rate 0.4% among 360,000; AID 624126;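 active means activation above its plate's cutoff, the mean activation of sample wells plus 3 SD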; further: some results filed as inactive read as strong as hits
Target sequence (P08173 whole entry, looked up): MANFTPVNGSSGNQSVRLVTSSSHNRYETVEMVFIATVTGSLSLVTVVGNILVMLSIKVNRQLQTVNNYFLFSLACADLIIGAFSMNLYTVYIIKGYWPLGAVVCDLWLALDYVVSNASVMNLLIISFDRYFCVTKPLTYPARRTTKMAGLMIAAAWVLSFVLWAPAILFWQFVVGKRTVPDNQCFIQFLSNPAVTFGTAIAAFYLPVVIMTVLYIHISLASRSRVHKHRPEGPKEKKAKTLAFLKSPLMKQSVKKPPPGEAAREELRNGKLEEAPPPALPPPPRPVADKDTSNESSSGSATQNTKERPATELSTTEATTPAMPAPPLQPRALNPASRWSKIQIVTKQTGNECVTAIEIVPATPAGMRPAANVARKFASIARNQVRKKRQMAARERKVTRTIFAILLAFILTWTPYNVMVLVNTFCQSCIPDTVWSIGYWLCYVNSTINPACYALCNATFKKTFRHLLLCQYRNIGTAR
CHRM5 antagonist – antagonists of human muscarinic M5 receptor (CHRM5). P08912. AID 624040. inhibition, % at 3 µM. CHO-hM5 cells, Fluo-8 calcium fluorescence, ACh EC80. hit rate 0.59% among 360,000;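 active means inhibition above a per-plate cutoff, the mean of that plate's test compounds plus 3 SD, cut at about 27% in these data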;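 further: 0% = acetylcholine EC80 with DMSO and 100% = DMSO without agonist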
Target sequence (P08912 whole entry, looked up): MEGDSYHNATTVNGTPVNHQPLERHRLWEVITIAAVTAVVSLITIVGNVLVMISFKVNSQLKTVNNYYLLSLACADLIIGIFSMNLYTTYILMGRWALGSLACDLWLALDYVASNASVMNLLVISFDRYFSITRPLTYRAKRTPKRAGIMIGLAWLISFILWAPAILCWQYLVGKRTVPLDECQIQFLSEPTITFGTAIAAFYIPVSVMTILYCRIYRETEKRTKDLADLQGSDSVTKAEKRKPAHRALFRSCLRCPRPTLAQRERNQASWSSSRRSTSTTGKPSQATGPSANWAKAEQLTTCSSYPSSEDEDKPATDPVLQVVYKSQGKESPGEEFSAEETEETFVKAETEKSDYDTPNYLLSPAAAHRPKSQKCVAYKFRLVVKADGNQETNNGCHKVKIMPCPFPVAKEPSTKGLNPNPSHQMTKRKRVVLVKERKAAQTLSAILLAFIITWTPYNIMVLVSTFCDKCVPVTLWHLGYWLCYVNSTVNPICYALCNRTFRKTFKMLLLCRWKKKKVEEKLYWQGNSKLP
CHRM4 agonist – agonists of human muscarinic M4 receptor (CHRM4); hit rate 0.14% among 360,000; AID 624127; CHO-K1 hM4/Gqi5, Fluo-8 calcium fluorescence; vehicle 0%, full acetylcholine response 100%; activation, % at 3 µM; P08173;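 active means activation above the run mean over all test wells plus 3 SD, cut at about 32% in these data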;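 further: peak over basal fluorescence ratio per well then scaled between controls; 0% = DMSO wells and 100% = acetylcholine at EC100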
CRFR2-BP ag – CRF-BP/CRF-R2 complex agonism | hit rate 0.46% among 350,000 | HEK293 CRF-R2/CRF-BP, calcium dye fluorescence (FLIPR); percent of saturating CRF peptide response | activation, % at 13.2 µM;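 active means activation of at least 50%, plus an integration ratio under a set limit after plate pattern correction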;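 further: plate controls were neutral control wells without compound for no effect and CRF at EC100 for full effect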
CHRM5 PAM – CHRM5 positive allosteric modulation | P08912 | CHO-K1 hM5, Fluo-8 calcium, ACh EC20 PAM; 0% = ACh EC20, 100% = ACh EC100 | activation, % at 3 µM | hit rate 0.3% among 360,000;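 active means activation above the run cutoff, the mean activation of all test compounds plus 3 SD, cut at about 18% in these data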
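Replicates: One well per compound, no replicates | System: Human M5 receptor in CHO-K1 cells | Benchmarks: Low control EC20 acetylcholine (0%), high control EC100 acetylcholine (100%) | Probe or stimulus: Acetylcholine, EC20 level | Times: Fluo-8 loading 80 min at 37 °C plus 30 min room temperature | Signal: Intracellular calcium via Fluo-8 fluorescence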
CHRM5 agonist – agonists of human muscarinic M5 receptor (CHRM5). hit rate 0.19% among 360,000. activation, % at 3 µM. P08912. CHO-K1 hM5 cells, Fluo-8 calcium fluorescence; 0% DMSO wells, 100% maximal acetylcholine response;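 active means activation above the run's mean over test compounds plus 3 SD, cut at about 23% in these data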;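 further: signal is peak over basal fluorescence ratio across the kinetic read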
M4 antag – blocks acetylcholine activation of human M4 receptor; CHO-hM4 cells, ACh EC80, Fluo-8 calcium fluorescence; inhibition, % at 3 µM; hit rate 0.73% among 360,000; AID 624125;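 active means inhibition above its plate's cutoff, the mean inhibition of sample wells plus 3 SD, cut at about 27% in these data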;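 further: 0% = acetylcholine EC80 with DMSO and 100% = DMSO without agonist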
CRFBP-R2 block – CRF-BP/CRF-R2 complex antagonism. hit rate 0.59% among 350,000. AID 588475. inhibition, % at 11.8 µM. HEK293 CRF-R2/CRF-BP, CRF-induced calcium fluorescence;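 active means inhibition of the ligand-induced calcium signal above about 50% at the single tested concentration, limit read from the data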
IDE inh – inhibits human insulin-degrading enzyme in HEK cells | P14735 | FAbetaB cleavage, fluorescence polarization | inhibition, % at 5.59 µM | hit rate 0.41% among 320,000;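 active means percent inhibition above the average of all tested compounds plus 3 SD, set per screening campaign, cut at about 16% in these data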;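 further: IDE supplied by intact live HEK cells; FP after avidin binding of uncleaved biotin substrate so inhibition keeps polarization high; 0% = DMSO wells and 100% = 60 µM reference IDE inhibitor Ii1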
The depositor's hits bear a star; / = not tested or not shown.

M4 PAM	CHRM5 antagonist	CHRM4 agonist	CRFR2-BP ag	CHRM5 PAM	CHRM5 agonist	M4 antag	CRFBP-R2 block	IDE inh	Compound
16	-2	1	-1.7	12	2	-6	-14	4	CC(=O)Nc1nc(C(=O)O)cs1
-16	16	16	0.1	-15	4	-10	5	-5	COc1ccc(NCC(=O)Nc2ccc(C#N)cc2)cc1Cl
1	-6	1	3.8	0	0	-6	-5	/	CCC[C@H]1CN(c2ccccc2)C(=O)[C@@H]1CC(=O)NC
6	0	0	-0.5	3	-1	7	-15	0	CCC1(c2ccccc2)NC(=O)N(CC(=O)Nc2nnc(C3CC3)s2)C1=O (configuration not stated)
-2	-11	10	1.0	6	6	-7	0	3	CN(CC(=O)Nc1ccc(Cl)c(C(F)(F)F)c1)C(=O)c1cccnc1Sc1ccccc1
3	3	0	-1.3	-1	4	2	-2	4	Cc1nn(-c2cc(N3CCOCC3)ccc2N)c(=O)c2ccccc12
-4	10	0	-0.1	3	2	4	14	7	NS(=O)(=O)c1ccc(CNC(=O)Cc2ccccc2[N+](=O)[O-])cc1
-3	1	1	-2.9	3	2	-6	4	/	Cc1ccc(-c2csc(/C(C#N)=C(\O)CCl)n2)cc1
9	7	2	3.1	-1	7	3	-2	10	COc1cc(OC)cc(-c2c(C#Cc3ccsc3)c3cc(-c4cc(OC)c(OC)c(OC)c4)ccc3n2C)c1
-4	6	21	-1.2	-3	14	6	-17	-2	CS(=O)(=O)c1cccc(NC(=O)c2ccc(Cl)c(Cl)c2)c1
1	12	1	-0.6	0	-3	-8	-12	11	CC1CC2OC(=O)C3(C)CCCC(C)(C23)C1(O)CCc1ccoc1 (configuration not stated)
6	-5	3	-3.0	-2	1	-9	32	-4	CCn1c(-c2cc(Br)ccc2O)n[nH]c1=S
12	-2	1	-0.4	7	1	1	1	-1	CC(=O)N1CCN(C(=O)c2ccc(S(=O)(=O)Nc3ccccc3C)cc2)CC1
-12	12	0	0.3	-3	-4	-1	17	-1	Cc1cccc(OCc2nnc(SCC(=O)N3c4ccccc4CCc4ccccc43)o2)c1
2	-13	1	-0.7	0	-3	-7	9	6	Nc1nnc(SCC(=O)Nc2cc(F)ccc2F)s1

Fetched by structure from above:
M4 PAM	CHRM5 antagonist	CHRM4 agonist	CRFR2-BP ag	CHRM5 PAM	CHRM5 agonist	M4 antag	CRFBP-R2 block	IDE inh	Compound
6	-5	3	-3.0	-2	1	-9	32	-4	CCn1c(-c2cc(Br)ccc2O)n[nH]c1=S
12	-2	1	-0.4	7	1	1	1	-1	CC(=O)N1CCN(C(=O)c2ccc(S(=O)(=O)Nc3ccccc3C)cc2)CC1

New compounds follow:
M4 PAM	CHRM5 antagonist	CHRM4 agonist	CRFR2-BP ag	CHRM5 PAM	CHRM5 agonist	M4 antag	CRFBP-R2 block	IDE inh	Compound
20	3	2	-5.2	6	1	-18	-25	/	CC1=NN(C(N)=S)C(=O)C1N=Nc1ccc(O)cc1 (configuration not stated)
-5	0	0	0.4	6	2	-2	-13	6	COc1ccc(C(=O)N/C(=C\c2cn(C)c3ccccc23)C(=O)OCCN(C)C)cc1
-2	2	3	-0.2	3	0	-6	-41	0	COc1ccc(/C=C(/C(=O)c2ccc(Cl)cc2Cl)n2cncn2)cc1
1	0	1	-2.0	7	1	-1	-37	-7	O=C1c2ccccc2-c2nnc(-c3ccc(F)cc3)cc21
-1	-1	0	4.3	7	5	0	0	-2	O=c1[nH]ncc(N/N=C\c2cccnc2)c1Cl
5	3	1	-2.1	2	7	-8	10	0	O=C(c1ccc([N+](=O)[O-])cc1)N1C=CC(C(F)(F)F)=NCC1
3	8	1	-9.6	-5	-7	-11	-9	/	CCOc1ccc(-c2nnc(N3CCOCC3)c3ccccc23)cc1
6	-4	1	/	2	1	-23	/	/	CCNC(=O)C1(C)CCCN(Cc2cccc3c2OCCO3)C1 (configuration not stated)
-1	-5	-1	0.2	-1	-4	-13	25	5	CCOCCn1c(CN(Cc2ccccc2)Cc2ccccc2)nc2c1c(=O)n(C)c(=O)n2C
1	-3	1	1.8	2	3	-1	8	2	O=C(O)c1ccc(NC(=O)c2ccccc2NC(=O)c2cccc(Br)c2)cc1
-3	-2	0	-1.0	-2	-1	-1	-4	-1	Cc1cc(C)n(-c2nc(N(C)C)nc(N3CCOCC3)n2)n1
-18	22	39*	-0.4	-18	8	15	-21	-1	Cc1ccc([N+](=O)[O-])c(OCCCN2CCC(Cc3ccccc3)CC2)c1
-1	3	8	0.4	-8	4	-28	-10	0	C=CC[C@H](CC(=O)NCCO)C(=O)N[C@H](COC(=O)[C@@H](CC=C)Cc1ccc(F)cc1)c1ccccc1
-9	8	-2	0.1	3	-14	-2	-1	2	COc1ccc(-c2c(C#N)sc(C(N)=O)c2-c2ccc(OC)cc2)cc1
-1	-2	1	0.8	-4	1	-8	-16	/	O=C1CNc2cc(Cl)ccc2N1

(cont.)
M4 PAM	CHRM5 antagonist	CHRM4 agonist	CRFR2-BP ag	CHRM5 PAM	CHRM5 agonist	M4 antag	CRFBP-R2 block	IDE inh	Compound
-2	13	1	2.5	3	-1	-1	5	-2	COc1cc(C(=S)N2CCOCC2)cc(OC)c1OS(=O)(=O)c1ccc(C)cc1
9	-11	2	-0.7	3	-3	8	20	4	COc1cccc(CNC(=O)c2ccc(COc3ccccc3)cc2)c1
-3	16	13	0.7	-11	1	10	-9	-11	Cc1cc(C)c(C)c(S(=O)(=O)NCc2ccncc2)c1C
0	-6	1	4.9	0	0	0	0	8	COC(=O)CN1C(=O)C(C)(C)Oc2ccc(C(=O)NC3CC3)cc21
1	0	0	3.6	-6	-2	3	-7	0	COc1ccc(-n2nnc3c(SCc4ccccc4)ncnc32)cc1
9	-3	2	0.1	-5	-2	5	-3	6	c1ccc2[nH]c(NC3=NCCC3)nc2c1
-5	3	1	-1.0	0	-1	3	4	3	CS(=O)(=O)N(CC(=O)Nc1c(F)cccc1F)c1cccc([N+](=O)[O-])c1
2	1	1	-0.2	3	2	0	-9	6	COC(=O)[C@@H](NC(=O)NC1CCCCC1C)C(C)C (some centres not stated)
0	-11	1	/	-2	-2	-10	/	6	O=C(NC(=S)Nc1ccccc1N1CCCC1)c1ccccc1Br
12	-11	3	-0.1	3	-2	-2	5	1	CNS(=O)(=O)c1cnccc1N1CCN(c2cccc(Cl)c2)CC1
-6	9	0	-0.7	-11	-3	11	24	-2	CC(=C/c1ccco1)/C=N/NC(=O)CSc1nnc(SCc2ccc(C)cc2)s1
-5	-2	2	-0.1	-7	-3	7	13	0	Fc1ccc(Cn2cnc3ccccc32)cc1
-8	6	1	-0.8	-8	-4	2	2	3	CC1(C)CC(=O)c2sc(NC(=O)c3cccs3)nc2C1
3	15	2	-0.5	5	-3	-2	4	7	CCOc1ccc(CC(=O)OCn2nnc3ccccc3c2=O)cc1
15	-4	2	/	6	3	-33	/	/	Cc1cn([C@H]2C[C@H](O)[C@@H](/C=C/C(=O)NCCc3ccc(S(N)(=O)=O)cc3)O2)c(=O)[nH]c1=O

Continued.
M4 PAM	CHRM5 antagonist	CHRM4 agonist	CRFR2-BP ag	CHRM5 PAM	CHRM5 agonist	M4 antag	CRFBP-R2 block	IDE inh	Compound
17	-3	-1	-1.3	-6	-5	-6	-25	4	COc1ccc(CNC(=S)N/N=C/c2ccc(O)c(OC)c2)cc1
-4	2	3	-0.7	-2	-4	2	-31	/	COc1ccc(-c2nc(N)ncc2-c2ccc(OC)c(OC)c2)c(O)c1
4	2	1	3.2	1	-1	-1	-6	2	CCOC(=O)CC(=O)CSc1nc2c(cc1C#N)CCC2
5	-1	2	-0.4	6	-1	0	4	/	N=c1c(S(=O)(=O)c2ccc(Br)cc2)cc2c(=O)n3ccccc3nc2n1CCN1CCOCC1
-2	-6	0	1.4	4	-6	-13	-4	-1	Cc1ccc2[nH]c3c(c2c1)CN(C(C)C)CC3
3	10	3	1.2	-12	3	2	-26	1	Nc1nnc(-c2cn(-c3ccccc3)nc2-c2ccccc2)o1
-5	5	8	-1.4	-7	0	-13	0	8	Cn1nc(C(=O)N2CCN(S(=O)(=O)/C=C/c3ccccc3)CC2)c2ccccc2c1=O
12	-3	-2	2.1	1	-1	-6	-1	-12	O=C(CSc1nnc(CNc2ccc(Cl)cc2)o1)Nc1nc2c(s1)CCCC2
-9	4	1	-1.0	-6	-5	12	0	4	CCOc1ccc(OCC)c(NC(=O)CN(C)S(=O)(=O)c2ccc3nc(C)sc3c2)c1
0	-5	0	-1.3	-3	-1	-7	1	-2	CC(C)CCN1CCN(Cc2cccn2-c2ccccn2)CC1CCO (configuration not stated)
0	5	1	1.6	1	1	7	-1	/	CN1C[C@@H]2[C@@H]3C(=O)N(C)C(=O)[C@@H]3[C@](Cc3ccccc3)(C1=O)N2C(=O)c1ccc(F)cc1
0	-9	1	1.8	10	-3	-4	-1	18*	CCSc1ccccc1C(=O)Nc1cc(OC)c(OC)c(OC)c1
12	1	2	-0.2	5	-1	-19	2	-4	NC(=O)C1CCN(C(=O)c2ccc3c(c2)S(=O)(=O)c2ccccc2C3=O)CC1
-7	-3	0	2.2	-8	5	-4	-5	-1	COc1ccc(N2C(=O)c3ccc(C(=O)Nc4ccccc4OC)cc3C2=O)cc1
-1	-4	0	-0.7	4	1	1	0	9	Clc1ccc(-c2cc(-c3ccccn3)on2)c(Cl)c1

The list continues.
M4 PAM	CHRM5 antagonist	CHRM4 agonist	CRFR2-BP ag	CHRM5 PAM	CHRM5 agonist	M4 antag	CRFBP-R2 block	IDE inh	Compound
-1	-5	-1	-3.6	0	-2	-1	5	7	O=C(CSc1nc2cc(Cl)ccc2s1)c1ccco1
9	0	2	-1.1	1	2	-6	2	-1	CC1(C)N=C(N)N=C(N)N1c1cccc(C(=O)O)c1
-7	6	3	2.2	-6	7	-3	-5	1	CCCCC1=CC2=CC(=O)C(C)(OC(=O)CC)C(=O)C2=CN1c1cccc(C#N)c1 (configuration not stated)
9	7	1	-0.1	4	3	7	1	-4	Nc1cnn(C2CCCO2)c(=O)n1 (configuration not stated)
11	-2	-2	4.0	-4	-6	-5	3	0	O=C(Nc1ccc(Cl)cc1Cl)C1=Cc2ccccc2OC1

Screens from PubChem.
